Screening data as filed in PubChem.
ARFGAP1 inh = inhibitors of rat ARFGAP1 GAP activity, primary screen, biochemical, fluorescence polarization, GDP tracer; ADP-ribosylation factor GTPase-activating protein 1 (Rattus norvegicus), Q62848; inhibition, % at 16.5 µM; AID 651572, 2012; actives 0.26% (n = 360,000); Arfgap1-stimulated ARF1 GTP hydrolysis, GDP FP detection;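 active = inhibition above a per-plate limit, mean inhibition of low control wells plus 3 SD, cut at about 25% in these data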;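 also: 0% = DMSO wells with enzyme and 100% = wells lacking Arfgap1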
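Assay system: Rat Arfgap1 GAP domain (His6, aa 1-136), purified enzyme | Buffer or medium: HEPES 25 mM pH 7.5, NaCl 150 mM, MgCl2, DTT | Schedule: GTP hydrolysis reaction 2 h at 25 °C | Signal: FP of antibody-bound GDP Alexa 633 tracer, ex 620/em 688 nm | Measure: Percent inhibition of Arfgap1-stimulated GTP hydrolysis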
ADAM10 inh = human ADAM10 inhibitors, primary screen, biochemical, QFRET, HTS; Disintegrin and metalloproteinase domain-containing protein 10 (Homo sapiens), O14672; recombinant ADAM10, EDANS/DABCYL FRET peptide cleavage, 3 h; inhibition, % at 7 µM; actives 0.62% (n = 370,000); AID 720582, 2013;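 active = inhibition above a per-campaign cutoff equal to the mean of compounds falling between control-based bounds plus 3 SD, cut at about 20% in these data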;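 also: 0% = DMSO wells while the 100% control is not disclosed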
rCAG RNA binder = binders of r(CAG) RNA repeats, primary screen, biochemical, fluorescence | r(CAG) RNA repeat, TO-PRO-1 dye displacement fluorescence | inhibition, % at 3 µM | actives 1.3% (n = 370,000) | AID 651821, 2012;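 active = inhibition above the plate cutoff, the mean of all test compounds on that plate plus 3 SD, cut at about 35% in these data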;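 also: 0% = DMSO alone and 100% = 100 µM mitoxantrone as full dye displacement; higher means more dye released from RNA so lower well fluorescence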
NPR1 activator = GC-A stimulated cGMP production enhancers – HEK293 GC-A cells, cGMP TR-FRET, EC30 ANP, primary screen. Atrial natriuretic peptide receptor 1 (Homo sapiens), P16066. 0% at EC30 ANP, 100% saturating ANP. activation, % at 10 µM. actives 0.14% (n = 370,000). AID 1671463, 2021; in the data active = activation above about 40%
ASAP1 inh = inhibitors of human ASAP1 ArfGAP activity, primary screen, biochemical, fluorescence polarization. Arf-GAP with SH3 domain, ANK repeat and PH domain-containing protein 1 (Homo sapiens), …. ASAP1-stimulated ARF1 GTP hydrolysis, GDP FP detection. inhibition, % at 16.5 µM. actives 0.19% (n = 360,000); in the data active = inhibition above about 25%;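 also: 0% = vehicle with enzyme and substrate and 100% = no enzyme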
sPLA2-III inh = human group III sPLA2 inhibitors, primary screen, biochemical, QFRET, BODIPY PC-A2 liposome substrate; QFRET BODIPY PC-A2 liposome hydrolysis, fluorescence; inhibition, % at 12.2 µM; Group 3 secretory phospholipase A2 (Homo sapiens), Q9NZ20; actives 0.56% (n = 370,000);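 active = inhibition above mean plus 3 SD of compounds lying within the high and low control bounds, cut at about 19% in these data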;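 also: 0% = median of test compound wells and 100% = no enzyme DMSO wells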
Target sequence (Q9NZ20 whole entry, looked up): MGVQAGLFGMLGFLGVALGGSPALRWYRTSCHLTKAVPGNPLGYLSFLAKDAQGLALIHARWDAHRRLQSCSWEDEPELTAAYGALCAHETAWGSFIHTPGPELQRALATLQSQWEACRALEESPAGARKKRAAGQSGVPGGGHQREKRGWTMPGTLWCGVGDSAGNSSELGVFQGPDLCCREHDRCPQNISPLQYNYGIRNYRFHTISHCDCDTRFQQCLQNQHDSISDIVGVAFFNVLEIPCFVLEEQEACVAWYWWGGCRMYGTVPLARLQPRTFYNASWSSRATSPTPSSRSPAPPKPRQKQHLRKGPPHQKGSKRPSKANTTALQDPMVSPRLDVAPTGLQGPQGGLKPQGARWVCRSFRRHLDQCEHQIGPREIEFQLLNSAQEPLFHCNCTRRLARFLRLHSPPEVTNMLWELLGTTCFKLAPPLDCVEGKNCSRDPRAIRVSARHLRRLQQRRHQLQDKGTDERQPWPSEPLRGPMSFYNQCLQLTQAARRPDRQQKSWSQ
GAA850 FXN act = FXN promoter activators, primary screen, cell-based, luciferase luminescence, HEK293 lucGAA850; HEK293 lucGAA850 FXN promoter luciferase reporter, 24 h; percent of 10 µM SAHA response; activation, % at 6 µM; actives 0.56% (n = 360,000);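 active = activation above the average of all compounds screened plus 3 SD, cutoff fixed separately per campaign, cut at about 7.5% in these data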;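 also: 0% = DMSO wells and 100% = 10 µM SAHA wells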
Tn6 DDE FP = inhibitors of Tn6 peptide binding to fibrin DD(E), primary screen, biochemical, fluorescence polarization, human fibrin, Tn6 probe; Fibrin DD(E) TRITC-Tn6 fluorescence polarization displacement; actives 0.21% (n = 370,000); inhibition, % at 8.3 µM; Fibrinogen beta chain (Homo sapiens), P02675;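 active = inhibition above a per-campaign cutoff: mean of compounds within control limits plus 3 SD, cut at about 15% in these data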;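 also: 0% = median of all compound wells on the plate and 100% = blocking peptide control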
Target sequence (P02675 whole entry, looked up): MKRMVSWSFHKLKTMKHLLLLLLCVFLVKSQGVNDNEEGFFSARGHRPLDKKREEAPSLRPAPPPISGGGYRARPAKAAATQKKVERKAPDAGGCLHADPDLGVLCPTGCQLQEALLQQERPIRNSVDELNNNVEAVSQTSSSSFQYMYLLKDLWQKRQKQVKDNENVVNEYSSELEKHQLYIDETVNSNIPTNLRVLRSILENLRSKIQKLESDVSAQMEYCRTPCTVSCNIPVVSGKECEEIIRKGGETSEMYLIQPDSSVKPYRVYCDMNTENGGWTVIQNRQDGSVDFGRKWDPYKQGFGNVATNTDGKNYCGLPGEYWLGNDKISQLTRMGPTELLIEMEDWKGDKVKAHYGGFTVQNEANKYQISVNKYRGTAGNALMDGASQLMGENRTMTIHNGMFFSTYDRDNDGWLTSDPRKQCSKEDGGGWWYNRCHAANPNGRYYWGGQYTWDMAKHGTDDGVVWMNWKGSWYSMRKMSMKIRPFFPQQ
proKLK7 act = proKLK7 zymogen activators, primary screen, biochemical, fluorescence intensity | Kallikrein-7 (Homo sapiens), P49862 | purified proKLK7, EDANS-DABCYL substrate fluorescence; 100% is mature enzyme control, 0% vehicle | activation, % at 7 µM | actives 0.9% (n = 370,000) | AID 652039, 2013;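 active = activation above the mean of all tested compounds plus 3 SD, computed per campaign excluding outliers beyond control limits, cut at about 13% in these data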
NPR2 activator = human GC-B receptor activators, primary screen, HEK293 GC-B cells, cGMP TR-FRET, EC30 CNP; actives 0.11% (n = 370,000); 0% at EC30 CNP, 100% saturating CNP; Atrial natriuretic peptide receptor 2 (Homo sapiens), P20594; activation, % at 10 µM;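 active = activation at 10 µM reaching about 35% in either raw or pattern-adjusted values, limit read from the data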
* = called active by the depositor; i = inactive; . = no result given.

Structure,ARFGAP1 inh,ADAM10 inh,rCAG RNA binder,NPR1 activator,ASAP1 inh,sPLA2-III inh,GAA850 FXN act,Tn6 DDE FP,proKLK7 act,NPR2 activator
CCOc1ccc(Br)cc1S(=O)(=O)Nc1cccc(S(=O)(=O)N2CCOCC2)c1,-6.9,-11.2,18.2,-0.1,2.2,-2.2,0.9,-3.9,-0.6,-0.2
Cc1c(C(=O)N2CCN(CCc3ccccc3)CC2)oc2ccccc12,5.3,6.0,-5.4,4.0,-0.1,-10.1,-1.4,1.6,0.7,1.6
Cc1cc(Nc2ccc(N3CCC(C)CC3)cc2)n2ncnc2n1,5.6,10.0,-5.0,-1.8,-10.6,13.8,1.7,4.2,0.1,0.7
CCOC(=O)c1c(NC(=O)OC)sc2c1CCC2,5.9,1.8,4.8,-10.0,-11.6,-0.9,-0.2,-7.2,-0.3,-8.6
COc1ccc2c(O)c(-c3c(C)cc(C)cc3C)c(=O)[nH]c2c1,1.3,-23.2,-0.5,1.0,0.8,2.4,-1.5,6.8,0.1,2.8
CCC(C)Nc1nc(-c2c[nH]c3ccccc23)cs1 (stereo not drawn),32.0*,-9.2,19.8,3.5,22.3,1.1,2.0,-0.3,-1.6,2.3
CC1CCC2(CC1)NC(=O)N(CC(=O)NCc1ccc3c(c1)OCO3)C2=O (stereo not drawn),7.2,-7.2,-5.7,1.0,-1.6,12.9,-0.2,9.2,0.2,-0.7
COc1ccc(NC(=O)C2CCN(C(=O)[C@@H]3Cc4ccccc4CN3C(=O)OC(C)(C)C)CC2)cc1,17.1,-5.8,-5.7,-3.3,-5.9,5.3,1.0,-7.1,0.5,2.7
Cc1ccccc1OC(C)C(=O)NCCCN1CCOCC1 (stereo not drawn),-13.1,-12.1,-5.7,-1.7,11.4,-0.3,1.4,-9.3,-0.3,3.0
COc1ccc(Nc2nc(-c3cccc(OC)c3O)nc3ccccc23)cc1,0.5,13.0,28.6,0.1,0.4,-27.1,2.1,-11.9,0.1,-1.9
CN1CCN(C(=O)CCN2C(=O)c3ccccc3C2=O)CC1,5.3,-3.8,0.4,-0.5,3.1,1.3,-2.0,-5.6,-0.6,3.1
CCc1ccc(-c2nn[nH]n2)cc1,6.2,-5.8,0.9,-1.9,3.5,-5.1,3.9,6.5,0.3,-1.8
Cc1cc2c(Nc3ccccc3O)ncnc2s1,5.8,-13.7,1.4,3.4,-2.8,-15.5,-2.7,-5.5,-0.3,2.3
O=C(Nc1cccc2ccccc12)N1CCN(c2ncccn2)CC1,4.0,-184.6,1.8,3.8,7.6,-1.7,-1.4,0.6,-7.0,-2.5
O=C(c1ccccc1)N1CCN(S(=O)(=O)N2CCOCC2)CC1,-2.0,-7.1,-0.2,-2.5,-5.0,1.6,1.4,-4.1,-0.4,0.2
CCOC(=O)c1ccc(NC(=O)OC[C@@H]2CSCCS(=O)(=O)N2)cc1,4.3,-8.4,1.1,4.4,-9.9,8.1,.,1.8,0.1,4.3
O=C(N[C@H](Cc1cc(=O)[nH]c2ccccc12)C(=O)O)c1ccc(Cl)cc1,-12.7,2.4,0.4,-2.5,-2.0,11.5,3.5,-0.6,-0.7,0.8
CCOC(=O)c1ccc(-c2ccc3ncnc(N(C)Cc4sccc4C)c3c2)o1,-0.8,i,8.2,5.1,-9.9,1.3,4.4,-1.0,-55.1,6.8
CC(C)c1cc(C(=O)OCC(=O)N2CCN(C(=O)c3ccco3)CC2)c(O)c(C(C)C)c1,12.1,3.4,1.3,-3.5,-4.5,-0.5,3.2,-6.5,-1.0,4.9
NS(=O)(=O)c1ccc(CCNC(=O)C(=O)Nc2cc3c4c(c2)CC(=O)N4CCC3)cc1,-8.4,3.9,13.7,0.0,-6.8,-10.1,-0.3,5.6,-0.1,0.6
COc1ccc(-n2nc(C(=O)NCC(=O)N3CCCC3)c3ccccc3c2=O)cc1,0.5,2.5,-3.0,-1.4,3.6,0.1,-0.8,2.0,0.1,-3.4
CCN(CC)CCOC(=O)c1ccc(NC(=O)c2cn(-c3ccccc3)nc2-c2cccs2)cc1,24.7*,10.4,17.9,-3.2,40.0*,-44.2,5.6,-12.7,-0.6,-10.7
Cc1cccnc1NC(=O)Cn1c(=O)oc2ccccc21,0.8,-3.9,-0.4,-2.9,-11.7,11.0,0.7,10.8,-0.6,1.8
CCOc1ccc2nc(N3CCCC(C(=O)NC4CCCC4)C3)sc2c1 (stereo not drawn),13.1,8.2,-3.2,-2.0,-0.7,-0.8,2.4,4.1,-0.8,5.1
O=C(CSc1nc2ncccc2[nH]1)NCc1ccco1,-0.5,-14.6,6.0,3.0,-0.4,-3.1,1.3,-0.4,0.1,5.0
COc1ccc(C(c2c(O)nc(SC)n(C)c2=O)c2c(O)nc(SC)n(C)c2=O)cc1O,3.4,-8.4,-2.2,-1.7,2.5,9.8,-0.9,0.8,-0.4,2.8
COc1ccc(NC(=O)Cc2c(C)n(C(=O)c3ccc(Cl)cc3)c3ccc(OC)cc23)cc1,0.9,-3.6,4.2,0.5,7.2,-3.8,3.3,4.8,-0.3,3.2
COc1ccc2c(c1)CNC2CS(=O)(=O)NCc1ccc(F)cc1 (stereo not drawn),.,-43.6,10.9,-3.6,.,2.0,.,-2.4,0.4,1.9
CC(=O)c1ccccc1OCC(=O)Nc1cccc(S(=O)(=O)N2CCCC2)c1,6.7,-10.8,2.5,-1.0,3.3,-0.4,1.6,-4.2,0.6,-1.5
CCOC(=O)C1(c2ccccc2)SC(C(=O)OCC)(c2ccccc2)S1 (stereo not drawn),1.6,-7.0,1.1,-4.3,-25.6,1.9,-1.2,1.1,-0.1,-4.7
Cc1cc(C(F)(F)F)c2c(C)nn(CCc3nn[nH]n3)c2n1,8.9,-160.5,3.4,0.0,-0.1,2.9,-0.2,6.1,3.0,4.4
Cn1ccc2c(-c3cncc4ccccc34)cc3c(c21)C1CCC3O1 (stereo not drawn),6.3,-33.5,2.8,-3.5,-0.4,-4.2,.,4.0,0.9,2.1
Cc1nnc(SCC(=O)Nc2nc(-c3ccc(F)cc3)cs2)[nH]c1=O,17.2,4.2,2.8,-0.5,3.3,2.1,2.1,0.7,0.1,0.9
Cc1ccc(N(CCC#N)C(=O)COC(=O)c2ccccc2SCC(=O)N2CCCC2)cc1,-1.1,-12.3,-6.2,-2.1,-4.7,-5.5,0.3,0.7,0.1,9.3
CC1CCCN(c2nc3nonc3nc2Nc2ccccc2F)C1 (stereo not drawn),13.7,-0.4,-1.8,6.7,21.9,2.4,-1.5,11.4,-0.5,-1.1
CCCOc1ccc(NC(=O)CC2C(=O)N(CC)C(=S)N2Cc2cccs2)cc1 (stereo not drawn),-4.0,0.4,9.4,1.8,5.2,-29.6,0.5,4.1,0.6,-4.8
CCOC(=O)C1=C(C)N(CCCC(=O)O)C(=O)NC1c1cccs1 (stereo not drawn),0.9,-0.6,-0.7,-0.9,-0.7,2.5,0.7,-3.4,-0.4,1.7
Cc1ccc(C)c(CN2C(=O)CSc3ccc(C(=O)N4CCCC4)cc32)c1,-2.5,-1.8,-2.5,-9.4,2.3,-7.5,-1.1,0.0,0.0,-0.1
COC(=O)[C@H](Cc1ccccc1)N(C)S(=O)(=O)c1cccc(S(=O)(=O)N(C)[C@@H](Cc2ccccc2)C(=O)OC)c1,-3.9,17.0,1.8,0.9,3.6,-15.6,0.1,1.2,0.9,6.4
O=C(Nc1ccc(O)c(-c2nc3ccccc3s2)c1)c1cccs1,-3.2,1.3,6.2,4.3,-0.6,11.9,-0.5,3.5,-0.1,-8.4
Cc1cc(=O)n2nc(N3CCC(C(=O)Nc4cccc(Cl)c4C)CC3)sc2n1,6.6,1.7,1.5,-2.0,-10.3,2.6,-0.3,6.7,-1.1,-4.8
COc1ccccc1NC(=O)C1CCCCN1S(=O)(=O)c1ccc(F)cc1 (stereo not drawn),6.9,8.5,3.0,-3.5,-14.5,-6.5,3.3,0.6,0.1,2.4
CC(C)CC1(C)CNC(=O)NC1,-15.4,3.6,2.6,-3.1,4.8,-4.9,-0.3,0.8,0.3,2.4
O=C(Nc1ccc2c(c1)Cc1ccccc1-2)c1ccco1,-2.1,-5.8,6.5,-4.3,1.0,-14.1,3.2,-0.9,1.0,-9.3
COc1ccc2nc(NCc3cccnc3)sc2c1,-2.8,-1.8,-2.1,-3.3,-5.6,-4.3,0.8,1.8,0.0,-4.0
COc1cccc(-c2cnc(C(O)c3ccc(F)cc3C)[nH]2)c1 (stereo not drawn),13.6,9.0,1.8,-2.7,1.8,-7.4,2.5,4.1,-0.2,-3.4
CCOc1ccc(C2C3=C(CCCC3=O)Nc3ccc4ncccc4c32)cc1 (stereo not drawn),-1.3,-30.7,9.1,-2.8,-13.9,-2.1,-1.9,-3.9,0.8,-5.3
S=c1[nH]nc(C2CCCCC2)n1/N=C/C=C/c1ccccc1,8.2,16.9,10.2,0.5,7.8,-5.7,0.0,5.8,0.1,4.3
O=S(=O)(NCc1cccnc1)c1ccc2ccccc2c1,5.4,4.9,-0.3,3.7,0.2,1.1,-0.3,-8.8,-0.3,2.0
COc1ccc(CNC(=O)CSc2cccc3cccnc23)cc1,7.8,-72.2,2.7,-2.7,0.3,-3.6,2.1,-1.4,-0.7,2.4
CC(C)CCNC(=O)C1CCN(S(=O)(=O)c2ccc3nc4c(c(C(=O)O)c3c2)CCCCC4)CC1,7.6,-3.0,12.7,-1.8,12.1,-1.6,-0.2,-0.6,0.8,-2.8

One compound at a time (already shown):
COC(=O)[C@H](Cc1ccccc1)N(C)S(=O)(=O)c1cccc(S(=O)(=O)N(C)[C@@H](Cc2ccccc2)C(=O)OC)c1 is listed as ARFGAP1 inh: -3.9; ADAM10 inh: 17.0; rCAG RNA binder: 1.8; NPR1 activator: 0.9; ASAP1 inh: 3.6; sPLA2-III inh: -15.6; GAA850 FXN act: 0.1; Tn6 DDE FP: 1.2; proKLK7 act: 0.9; NPR2 activator: 6.4
CCOc1ccc(C2C3=C(CCCC3=O)Nc3ccc4ncccc4c32)cc1 (stereo not drawn) is listed as ARFGAP1 inh: -1.3; ADAM10 inh: -30.7; rCAG RNA binder: 9.1; NPR1 activator: -2.8; ASAP1 inh: -13.9; sPLA2-III inh: -2.1; GAA850 FXN act: -1.9; Tn6 DDE FP: -3.9; proKLK7 act: 0.8; NPR2 activator: -5.3

Rows are unselected; overall some 4.5% were active at least once.
